# Pf growth 96h = P. falciparum growth inhibition at 96 hour, primary screen for plastid delayed-death inhibitors; P. falciparum luciferase reporter growth, 96 h; Potency, µM (doses to about 28.7 µM), without a hit: at the top dose activity change, negative = inhibition, usual class: inhibitors; 6.9% of 320,000 active; AID 504834
#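 P. falciparum expressing integrated firefly luciferase, in erythrocytes at 2% hematocrit, 0.05% parasitemia, incubated with compounds 96 h at 37 C, 5% CO2. Growth inhibition read as loss of luminescence; two-generation exposure targets delayed-death apicoplast inhibitors.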
# Sm TGR block = blocks Schistosoma mansoni thioredoxin glutathione reductase; purified TGR, DTNB reduction, TNB absorbance 405 nm; Potency, µM (series often up to 114 µM), for the others: top-dose activity change, negative = inhibition, usual class: inhibitors; 3% of 360,000 active; AID 485364; further: nearly all actives have a fitted effect of over 60% in size
#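 First, TGR (20 nM dispensed) and NADPH were mixed with compound. Second, a 15 min room-temperature incubation followed. Third, further NADPH and then DTNB were added to start the reaction. Finally, TNB absorbance was monitored kinetically.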
# TbPYK inhibitor = T. brucei pyruvate kinase inhibition | TbPYK enzyme, Kinase-Glo Plus ATP luminescence, 45 min | Potency, µM (top dose mostly 76.8 µM), for the others: top-dose activity, negative = inhibition, usual class: inhibitors | 0.12% of 410,000 active | AID 624173; further: nearly all actives have a fitted effect of over 50% in size
#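 Quantitative HTS: titrated library compounds versus trypanosomal pyruvate kinase in TEA buffer (pH 7.2) containing KCl, MgCl2, BSA and Tween-20. Reactions were initiated with ADP, 130 uM final. Kinase-Glo Plus luminescence was read after 45 min at RT.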
# HCV inhibitor = HCV inhibition | Potency, µM (series often up to 41.8 µM), inactives show top-dose activity change, negative = inhibition, actives largely listed as inhibitors | AID 651820 | 3.4% of 340,000 active | Huh7.5.1 HCVcc-Cre infection, luciferase reporter, 44 h
#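 Compounds are dispensed onto cells plated 4 h earlier at 1,000 per well, with HCVcc-Cre virus (about 0.5 moi) added next. Following 44 h of culture, luminescent signal is measured for 15 sec after 15 min with substrate at room temperature.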
# LmPK inhibitor = LmPK (Leishmania mexicana) enzyme inhibition; Potency, µM (series often up to 57.5 µM), for the others: at the highest dose activity change, negative = inhibition, most hits filed as inhibitors; 0.37% of 290,000 active; purified LmPK, Kinase-Glo ATP luminescence, 1 h
# Target sequence (Q27686 whole entry, looked up): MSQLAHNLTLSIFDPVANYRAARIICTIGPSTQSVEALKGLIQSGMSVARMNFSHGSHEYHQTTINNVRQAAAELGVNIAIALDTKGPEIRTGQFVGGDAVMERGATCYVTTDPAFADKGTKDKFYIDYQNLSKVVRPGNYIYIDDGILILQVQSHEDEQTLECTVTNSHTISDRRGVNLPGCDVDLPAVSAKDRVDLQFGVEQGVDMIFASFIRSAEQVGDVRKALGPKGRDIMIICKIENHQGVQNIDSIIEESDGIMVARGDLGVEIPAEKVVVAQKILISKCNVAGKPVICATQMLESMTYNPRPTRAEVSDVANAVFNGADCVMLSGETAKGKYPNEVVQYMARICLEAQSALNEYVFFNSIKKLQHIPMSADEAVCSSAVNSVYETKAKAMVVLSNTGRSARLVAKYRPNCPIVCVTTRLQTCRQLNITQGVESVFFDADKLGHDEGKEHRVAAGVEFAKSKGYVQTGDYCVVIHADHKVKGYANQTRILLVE
#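 0.1 nM LmPK, 0.5 mM PEP, 0.1 mM ADP; 50 mM imidazole pH 7.2, 7 mM MgCl2, 50 mM KCl; 1 h RT. Kinase-Glo luminescence readout, normalized to no-enzyme (full inhibition) and uninhibited wells.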
# Pf growth 48h = P. falciparum growth inhibition at 48 hours (one generation); P. falciparum luciferase growth in erythrocytes, 48 h; Potency, µM (doses to about 28.7 µM), without a hit: at the highest dose activity change, negative = inhibition, usual class: inhibitors; 5.9% of 310,000 active; AID 504832
#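 Read-out is firefly luciferase luminescence from an integrated reporter in P. falciparum, so falling signal marks reduced parasite growth. Infected erythrocytes were at 2% hematocrit and 0.1% parasitemia (final) in Albumax-supplemented RPMI 1640.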
# * = called active by the depositor; i = inactive; ? = inconclusive; · = not tested or not shown; & = joins results of further samples; [ ] = another dose, or the depositor's remark. The call rests on the fitted dose curve; in most records, active means well fitted curve in the direction sought with a large enough effect; inconclusive means small, poorly fitted or top-dose-only effect, or another doubt; inactive means no such curve, though single readings can be large; an effect the other way counts as inactive or inconclusive. On the % scale 0 is the no-effect control and ±100 the full control effect; potency means the concentration at half of the fitted maximal effect.
SMILES,Pf growth 96h,Sm TGR block,TbPYK inhibitor,HCV inhibitor,LmPK inhibitor,Pf growth 48h
CCOc1ccc(CCNC(=O)c2ccc(N3CCCC3=O)cc2)cc1OCC,?,-3.2%,-1.3%,?,-0.6%,-13.5%
C=CCn1c(SCC(=O)NC2CCCCC2)nnc1C1CCCCC1,47.7%[activator],4.9%,-5.5%,-3.9%,-0.9%,3.9%
CN(C)C(=O)NC(Nc1cccc([N+](=O)[O-])c1)C(Cl)(Cl)Cl (stereo unspecified),20.0%,20µM*,-9.8%,18.9%,-0.3%,?
CN(C)S(=O)(=O)N(CC(=O)N1CCN(Cc2ccccc2)CC1)c1ccccc1,14.3%,-4.3%,4.4%,0.8%,2.1%,-1.6%
C=CCn1cc(C(=O)NCCCOC)c(=O)c2cc(S(=O)(=O)N(CC)CC)ccc21,96.7%[activator],-0.1%,6.3%,?,-3.3%,?
COc1ccc(OC)c(/C=N/NC(=O)c2cc(-c3ccc(C)o3)nc3ccccc23)c1,?,-9.3%,-3.0%,-22.7%,3.8%,3.0%
Cc1cc(CNC(=O)COc2ccc(C)c(C)c2)c2ccccc2n1,-22.5%,-4.7%,-4.4%,-28.3%,-2.6%,-5.9%
COc1ccc(CNC(=O)c2cc(C)nn2-c2ccccc2)cc1,3.4%,-3.0%,0.7%,-1.4%,6.4%,12.4%
Cc1cc(C)cc(OCCCCn2cncn2)c1,35.9%[activator],4.9%,-10.2%,?,-4.5%,0.4%
COCCCn1c(=N)c(C(=O)NCC2CCCO2)cc2c(=O)n3ccccc3nc21 (stereo unspecified),·,-2.6%,2.1%,4.5%,3.3%,-14.0%
CCOC(=O)CC(=O)CSC1=C(C#N)C(c2ccccc2OC)CC(=O)N1 (stereo unspecified),·,-0.8%,-11.9%,15.1%,0.8%,-16.6%
c1cnc2c(c1)ncc1cscc12,0.0%,-2.3%,4.0%,4.2%,-1.1%,0.5%
COc1ccccc1-n1c(C)nnc1SCC(N)=O,4.4%,6.9%,0.3%,6.1%,-7.6%,10.9%
CCC(C)(C)C1CCC2(CC1)NC(=O)N(CC(=O)NCCc1ccc(OC)c(OC)c1)C2=O (stereo unspecified),?,-10.0%,5.8%,?,·,11.7µM*
CCCS(=O)(=O)N1CCN(c2ccccn2)CC1,0.0%,6.4%,0.0%,-4.8%,0.2%,·
CCc1ccc(NS(=O)(=O)c2ccc(OC)c3ncccc23)cc1,39.5%[activator],-11.3%,2.1%,-3.2%,2.1%,15.3%
CSc1cccc(NC(=O)CNC(=O)C2CCCCC2)c1,14.4%,-0.4%,0.1%,-0.8%,-10.2%,-5.0%
Cc1ccn2c(Nc3ccccc3C)c(-c3ccccn3)nc2c1,-15.0%,-4.3%&-1.9%,-1.0%&-8.8%,3.98µM*,13.3%,?
CNC(=O)c1ccc(Nc2nnc(-c3ccc(C)c(S(N)(=O)=O)c3)c3ccccc23)cc1,3.3%,-18.9%,0.6%,11.3%,-0.3%,0.0%
CCCn1c(NC(=O)CCNC(=O)c2ccccc2Cl)nc2ccccc21,?,2.7%,1.4%,?,·,?
COC(=O)c1ccc(CNC(=O)C(C)N=C2NS(=O)(=O)c3ccccc32)cc1 (stereo unspecified),1.2%,0.3%,-9.9%,-2.4%,·,?
CCOc1cc(N2CCOCC2)c(OCC)cc1NC(=O)CN1C(=O)NC(C)(C2CC2)C1=O (stereo unspecified),?,-4.0%,-0.9%,?,2.1%,0.7%
N#C/C(=C/c1ccc(-c2ccc(S(N)(=O)=O)cc2)o1)c1nc2ccccc2s1,36.3%[activator],-1.1%,2.9%,4.47µM*,0.3%,-17.1%
O=C(NC1CCCCC1)C1CC(=O)N(c2ccccc2)C1 (stereo unspecified),3.29µM*,-0.4%,-10.4%,13.8%,-0.4%,9.0%
C/C(=N/NC(=O)c1cc(C(C)C)[nH]n1)c1cccs1,i,7.1%,-2.8%,-5.6%,?,219.3%[activator]
CCN1C(=O)c2cccc3c(S(=O)(=O)Nc4ccccc4)ccc1c23,?,6.0%,18.7%,?,3.5%,?
Cc1ccc(NC2=CC(=O)CC(C)(C)C2)c(N)c1,·,2.3%,-5.4%,-3.0%,-5.3%,19.1%
O=C(COc1ncnc2sccc12)NC1CCS(=O)(=O)C1 (stereo unspecified),28.5%,7.5%,2.9%,-14.0%,5.0%,2.3%
CN(C)CCCN(C(=O)c1ccc2c(c1)OCCO2)c1nc2cc3c(cc2s1)OCO3,?,-18.6%,-3.2%,?,-1.2%,-12.4%
COc1ccc2[nH]c(=O)c(C(c3nnnn3CC3CCCO3)N3CCCCC3)cc2c1 (stereo unspecified),0.0%,9.6%,0.1%,18.0%,3.7%,-19.9%
Cc1nc2c(sc(=S)n2Cc2ccco2)c(=O)n1CC(=O)Nc1cc(F)ccc1F,?,-14.0%,-2.2%,12.6µM*,-3.2%,-25.3%
Cc1cc(C(F)F)n2nc(C(=O)Nc3sc4c(c3C#N)CCC(C)C4)nc2n1 (stereo unspecified),-57.5%,65.7%[activator],-18.7%,-0.3%,0.3%,21.3%
Cc1cccc(C(=O)OCC(=O)NCC(C)C)c1O,10.1%,6.0%,3.6%,-25.5%,0.0%,20.6%
COc1ccc(Oc2nc(C)cc(C)c2C#N)cc1,·,-2.9%,3.6%,?,2.2%,?
O=C(/C=C/Nc1cccc(O)c1)c1ccccc1,·,?,-11.7%,17.1%,14.1µM*,328.2%[activator]
Cc1nc(C)c(-c2ccccc2)c(=O)[nH]1,·,5.0%,-1.5%,25.5%,1.2%,3.3%
CCOC(=O)c1sc2ncn(/N=C/c3ccc(O)cc3)c(=O)c2c1C,-12.3%,1.0%,-2.6%,?,1.0%,-10.1%
CCOc1ccccc1N=Cc1c(O)c2ccccc2oc1=O,10.4%,-20.0%,5.1%,1.5%,-3.7%,19.9%
CC(C)(C)C1CC=C2C(C#N)=C(N)C(C#N)(C#N)C(c3cccs3)C2C1 (stereo unspecified),?,?,·,·,6.4%,·
Cc1nn(-c2ccccn2)c2nc(-c3cccs3)cc(C(=O)N3CCOCC3)c12,?,1.6%,-23.5%,?,-6.9%,?
COc1ccc(N2C(=O)CCC(C(=O)c3ccccc3)=C2C)cc1,-13.6%,0.0%,5.5%,2.1%,-3.5%,-3.6%
CCOc1ccccc1NC(=O)COC(=O)CCOc1cc(C)ccc1C,11.9%,-4.2%,-11.2%,0.0%,·,-17.0%
Cc1ccc(SCC(=O)N2N=CCC2c2ccccc2)cc1 (stereo unspecified),9.9%,?,0.6%,-17.9%,-0.9%,?
S=C(NC1CCCCC1)c1ccc2c(c1)OCO2,67.6%[activator],0.0%,-21.5%,?,-4.1%,26.5%
Cc1ccc(-c2nc3sc(C(N)=O)c(N)c3c3c2CCCC3)cc1,?,-8.6%,-9.4%,?,0.2%,20.4%
CC(C)n1c(=O)c(C=Nc2cccc([N+](=O)[O-])c2)c(O)n(CCc2ccccc2)c1=O,-6.4%,-5.5%,-6.0%,26.4%,2.2%,11.2%
CCCOc1ccc(-c2csc3nc[nH]c(=O)c23)cc1,42.3%[activator],-22.6%,-10.4%,?,-0.1%,105.4%[activator]
CN1CCN(c2nc(Nc3ccccc3)nc(N)c2[N+](=O)[O-])CC1,?,-4.4%,-22.2%,5.4%,15.0%,?
O=C1CCC(C(=O)N2CCc3ccccc3C2)CN1CCCN1CCOCC1 (stereo unspecified),?,-25.1%,-17.2%,·,-10.8%,-11.5%
Nc1cc(=O)[nH]c(SCC(=O)Nc2cccc([N+](=O)[O-])c2)n1,52.8%[activator],8.4%,-0.3%,4.8%,4.1%,-0.6%
O=C(N/N=C/c1cc(Br)cc(Br)c1O)c1cccc(S(=O)(=O)N2CCOCC2)c1,?,2.8%,-1.2%,?,1.6%,?
Cc1ccc(Nc2nnc(SCC(=O)NCCN3C(=O)CSC3=O)s2)cc1C,?,9.5%,0.4%,3.5%,?,4.9%
CC1CCN(C(=O)c2ccc(NS(C)(=O)=O)cc2)CC1,·,-15.1%,-7.1%,-4.4%,-1.0%,8.4%
Cc1cccc(NC(=S)NCc2ccc3[nH]c4c(c3c2)CCCC4)c1,?,-17.3%,-2.2%,?,2.8%,?
CC(NC(=O)c1ccc2ccccc2n1)c1ccc(S(N)(=O)=O)cc1 (stereo unspecified),44.6%[activator],-0.4%,-5.2%,4.0%,-2.4%,20.0%
O=C(Cc1ccc([N+](=O)[O-])cc1)Nc1ccc2c(c1)OCO2,-43.3%,-3.7%,5.0%,0.8%,-0.6%,-12.1%
Cc1cc(NC(=O)CC(F)(F)F)n(-c2ccccc2)n1,15.2%,-10.0%,-3.8%,1.9%,-1.2%,-2.7%
CSc1ccc(CN(C)CC(=O)Nc2ccc(NC(C)=O)cc2)cc1,10.3%,3.0%,-3.3%,14.9%,5.2%[11.5 µM],-18.0%
CC(=O)c1ccc(-n2nnnc2SCC(=O)N2CCc3ccccc3C2)cc1,·,-19.0%,-2.7%,-29.7%,-1.9%,?
COc1ccc(C(=O)NCc2nnc(SCC(=O)Nc3cccc(C(F)(F)F)c3)o2)cc1OC,6.8%,-0.9%,6.7%,16.3%,-1.3%,·
# The list goes on.
SMILES,Pf growth 96h,Sm TGR block,TbPYK inhibitor,HCV inhibitor,LmPK inhibitor,Pf growth 48h
COc1ccc(OC(C)C(=O)Nc2ccccc2C(F)(F)F)cc1 (stereo unspecified),78.5%[activator],3.0%,-1.9%,-2.9%,1.6%,10.1%
CCNc1nc(Oc2ccc(=O)n(C)n2)nc(N2CCOCC2)n1,?,3.6%,-1.6%,-3.3%,-0.2%,8.9%
O=C(OCC(=O)N1CCOCC1)c1cc(F)c(F)cc1Cl,25.6%,-16.0%,1.4%,9.6%,1.5%,17.0%
O=C1C(Cl)=C(Nc2ccc(O)cc2)C(=O)c2ccccc21,-15.4%,2.24µM*,-9.1%,?,-7.9%,?
COc1ccccc1C(=O)Nc1ccc2c(c1)OCO2,156.8%[activator],-30.7%,1.8%,2.1%,?,·

# From PubChem
